CCHFV vOTU inh: blocks the CCHF virus ovarian tumor domain protease; 370,000 tested, 0.55% active; inhibition, % at 11.5 µM; CCHFV vOTU protease, Pep-AMC fluorescence; in the data active = inhibition above about 30%; also: 0% = vehicle wells with enzyme and 100% = no enzyme wells
BoNT-A LC inh2: inhibitors of Botulinum neurotoxin A light chain protease | multiplex microsphere protease substrate cleavage, flow cytometry | inhibition, % at 10 µM | 360,000 tested, 0.17% active; also: plate controls were buffer without enzyme for full effect and enzyme alone for no effect
3CLpro inhibitor: SARS-CoV 3CLpro protease inhibition; P0C6X7; recombinant SARS-CoV 3CLpro, quenched FRET peptide cleavage; inhibition, % at 6 µM; 290,000 tested, 0.14% active; in the data active = inhibition above about 12%
BoNT F protease: BoNT F light chain protease inhibition | Multiplex microsphere protease cleavage assay, flow cytometry | inhibition, % at 10 µM | 360,000 tested, 0.22% active; in the data active = inhibition above about 35%, passing the limit was not always enough; also: plate controls were buffer without enzyme for full effect and enzyme alone for no effect
Rv3671c inh: Rv3671c (M. tuberculosis) protease inhibition; P9WHR9; inhibition, % at 5.96 µM; 320,000 tested, 0.048% active; AID 2606; in the data active = inhibition above about 38%;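 also: extracellular domain of Rv3671c used as enzyme; 0% = enzyme with DMSO and 100% = no enzyme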
MazF activator: MazEF (E. coli) toxin RNase activation. P0AE70. AID 504720. FAM/BHQ RNA-DNA oligo cleavage fluorescence, 5 h. 350,000 tested, 0.32% active. activation, % at 20 µM; in the data active = activation above about 50%
Target sequence (P0AE70 whole entry, looked up): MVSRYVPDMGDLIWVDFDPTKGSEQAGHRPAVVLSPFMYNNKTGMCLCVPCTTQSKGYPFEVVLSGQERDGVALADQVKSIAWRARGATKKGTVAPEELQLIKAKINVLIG
PrPC TRFRET: inhibitors of human cell surface prion protein PrPC. TR-FRET read-out. inhibition, % at 13.8 µM. 370,000 tested, 0.43% active; in the data active = inhibition above about 24%; also: 0% = median of the test wells and 100% = reference compound wells
Anthrax LF inh2: blocks Bacillus anthracis lethal factor protease | multiplex microsphere protease cleavage assay, LF | AID 588501 | 360,000 tested, 0.12% active | inhibition, % at 10 µM; also: plate controls were buffer without enzyme for full effect and enzyme alone for no effect
Target sequence (P15917 whole entry, looked up): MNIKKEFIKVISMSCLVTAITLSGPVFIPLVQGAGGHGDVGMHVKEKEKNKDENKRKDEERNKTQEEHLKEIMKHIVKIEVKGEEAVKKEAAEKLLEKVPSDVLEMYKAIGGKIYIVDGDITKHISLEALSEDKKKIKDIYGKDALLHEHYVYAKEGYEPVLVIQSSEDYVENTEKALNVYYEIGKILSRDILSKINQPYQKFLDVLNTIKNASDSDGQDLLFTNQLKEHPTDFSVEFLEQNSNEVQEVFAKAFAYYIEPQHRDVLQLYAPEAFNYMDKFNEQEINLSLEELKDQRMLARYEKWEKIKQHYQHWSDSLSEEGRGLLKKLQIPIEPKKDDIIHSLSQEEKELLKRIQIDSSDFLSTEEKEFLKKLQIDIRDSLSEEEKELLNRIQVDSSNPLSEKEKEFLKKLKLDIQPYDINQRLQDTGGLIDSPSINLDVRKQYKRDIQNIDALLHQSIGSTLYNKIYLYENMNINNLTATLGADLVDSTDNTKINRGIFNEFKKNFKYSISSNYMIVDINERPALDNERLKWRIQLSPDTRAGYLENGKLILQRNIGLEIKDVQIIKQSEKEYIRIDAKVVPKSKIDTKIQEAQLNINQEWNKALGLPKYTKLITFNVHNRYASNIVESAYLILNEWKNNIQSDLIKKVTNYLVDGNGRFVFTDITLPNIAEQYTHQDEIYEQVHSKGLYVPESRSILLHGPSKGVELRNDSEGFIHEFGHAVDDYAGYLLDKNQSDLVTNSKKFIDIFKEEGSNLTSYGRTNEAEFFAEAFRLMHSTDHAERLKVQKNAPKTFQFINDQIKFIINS
DUSP3 inh: DUSP3 (human) phosphatase inhibition. P51452. AID 1654. inhibition, % at 13.3 µM. recombinant VHR phosphatase, pNPP absorbance. 290,000 tested, 0.52% active; in the data active = inhibition above about 50%; also: some compounds called inactive have numbers as strong as hits
SSB-PriA inh: blocks PriA binding to SSB C-terminal tail; 430,000 tested, 0.6% active; inhibition, % at 33 µM; AlphaScreen SSBct-PriA binding, biotinylated peptide; AID 1272365; in the data active = inhibition mostly above about 37%, no sharp cut-off; inactive = mostly below about 20%;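 also: plate controls were negative control peptide for no effect and reference peptide for full effect; strong numbers were not always called active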
Active calls of the source: *; / = no result given; & = joins results of further samples; ! = repeats disagree. Rule as the data show it, unless noted: active = inhibition above about 30%; inconclusive = no clear call, values can overlap the other calls; inactive = below that. An excerpt. The share of hits here may be higher or lower than overall.

Start of the data: the first 12 compounds, ahead of the listing:
structure	CCHFV vOTU inh	BoNT-A LC inh2	3CLpro inhibitor	BoNT F protease	Rv3671c inh	MazF activator	PrPC TRFRET	Anthrax LF inh2	DUSP3 inh	SSB-PriA inh
CC1(C)CC(=O)/C(=C(\O)c2ccccc2)C(=NCCc2ccccc2)C1	5	-2.5	-2	-10	6	-3	7	-4	2	/
O=C(CS(=O)(=O)c1ccccc1)Nc1nnc(C(F)(F)F)s1	-3	1.3	-2	5	-9	4	-2	6	-1	3
Nc1nnc(CCOc2ccccc2Cl)s1	5	-0.3	-1	-3	6	-1	0	-2	40	3
NC(=O)c1c(NC(=O)C(=O)N2CCOCC2)sc2c1CCCC2	14	1.0	-7	1	-1	11	-7	1	38	2
Cc1cc(C(C)(C)C)ccc1OCCOCCN1CCCC1	-8	0.7	-3	1	8	-6	2	1	-2	7
COc1ccc(OC)c(NC(=O)C2CCCN2S(=O)(=O)c2ccc3c(c2)CC(C)N3C(C)=O)c1 (centres undefined)	5	-0.3	/	-7	/	7	-2	0	/	/
COc1ccc(NC(=O)/C=C/c2ccccc2[N+](=O)[O-])c(OC)c1	5	1.3	2	-29	5	7	-33	-3	18	6
CCc1nc2ccc(C(=O)NCCc3ccccn3)cn2c1N(C)Cc1ccc(N(C)C)cc1	4	0.0	/	-4	/	/	0	-12	/	/
CN(CC(=O)NCCCn1ccnc1)S(=O)(=O)c1ccc(Cl)cc1	2	0.1	/	12	-5	0	5	-3	/	-2
COc1cc(C)nc(N2CCCC(C(=O)Nc3cc(Cl)ccc3OC)C2)n1 (centres undefined)	1	-0.4	1	-9	-1	-4	0	2	32	-10
NS(=O)(=O)c1ccc(CNC(=O)c2ccc3c(c2)OCO3)cc1	-8	/	/	/	-6	0	-6	/	/	5
OC1CCCCC1	-5	-0.7	/	-9	3	3	1	0	/	5

The whole of this part, previewed entries included:
structure	CCHFV vOTU inh	BoNT-A LC inh2	3CLpro inhibitor	BoNT F protease	Rv3671c inh	MazF activator	PrPC TRFRET	Anthrax LF inh2	DUSP3 inh	SSB-PriA inh
CC1(C)CC(=O)/C(=C(\O)c2ccccc2)C(=NCCc2ccccc2)C1	5	-2.5	-2	-10	6	-3	7	-4	2	/
O=C(CS(=O)(=O)c1ccccc1)Nc1nnc(C(F)(F)F)s1	-3	1.3	-2	5	-9	4	-2	6	-1	3
Nc1nnc(CCOc2ccccc2Cl)s1	5	-0.3	-1	-3	6	-1	0	-2	40	3
NC(=O)c1c(NC(=O)C(=O)N2CCOCC2)sc2c1CCCC2	14	1.0	-7	1	-1	11	-7	1	38	2
Cc1cc(C(C)(C)C)ccc1OCCOCCN1CCCC1	-8	0.7	-3	1	8	-6	2	1	-2	7
COc1ccc(OC)c(NC(=O)C2CCCN2S(=O)(=O)c2ccc3c(c2)CC(C)N3C(C)=O)c1 (centres undefined)	5	-0.3	/	-7	/	7	-2	0	/	/
COc1ccc(NC(=O)/C=C/c2ccccc2[N+](=O)[O-])c(OC)c1	5	1.3	2	-29	5	7	-33	-3	18	6
CCc1nc2ccc(C(=O)NCCc3ccccn3)cn2c1N(C)Cc1ccc(N(C)C)cc1	4	0.0	/	-4	/	/	0	-12	/	/
CN(CC(=O)NCCCn1ccnc1)S(=O)(=O)c1ccc(Cl)cc1	2	0.1	/	12	-5	0	5	-3	/	-2
COc1cc(C)nc(N2CCCC(C(=O)Nc3cc(Cl)ccc3OC)C2)n1 (centres undefined)	1	-0.4	1	-9	-1	-4	0	2	32	-10
NS(=O)(=O)c1ccc(CNC(=O)c2ccc3c(c2)OCO3)cc1	-8	/	/	/	-6	0	-6	/	/	5
OC1CCCCC1	-5	-0.7	/	-9	3	3	1	0	/	5
Cc1c(Cl)ccc2c(C(=O)Nc3cc(C(C)(C)C)on3)cc(-c3ccccn3)nc12	-10	0.6	2	8	-2	-17	4	13	14	0
C=CCOc1c(Cl)cc(Cl)cc1S(=O)(=O)NCCO	3	0.2	/	-7	/	1	-6	0	/	0
COc1ccc(C2C(C(C)=O)=C(O)C(=O)N2c2ccc(C)cc2)cc1 (centres undefined)	6	-0.5	0	-6	-11	-4	-1	5	10	-6
COc1ccc(NC(=O)CN2CC(c3ccccc3)CC2=O)cc1OC (centres undefined)	-4	0.3	7	-3	-1	-3	2	1	9	-10
Clc1ccc(-c2nc3ccc(Cl)cn3c2Cc2cccc(Cl)c2)cc1	10	-1.1	/	-13	/	/	3	-2	/	/
CCS(=O)(=O)N1Cc2cc(C(=O)N(C)C)nc(-c3cccc(-c4ccc(F)cc4)c3)c2[C@H]1CCO	3	0.3	/	3	/	/	-12	-8	/	/
COc1ccccc1N1CCN(CCCNc2c(C)c(=O)n(C)c(=O)n2C)CC1	4	0.0	/	6	6	-26	0	2	/	1
O=C(CN1CSCC1=O)N1CCN(S(=O)(=O)c2cc(C(F)(F)F)ccc2Cl)CC1	-9	-0.5	/	0	/	7	4	0	/	0
Cn1c(NC(=O)c2ccccc2)c(-c2ccccn2)c(=O)c2ccccc21	3	-0.7	-3	1	-8	-4	2	3	14	-14
C=CCn1c(Sc2nncn2C)nc2c1c(=O)[nH]c(=O)n2C	19	0.5	-2	2	1	6	-8	3	-10	-3
Fc1cccc(-c2n[nH]c(=S)n2-c2ccccc2)c1	13	-2.6	0	-8	2	3	21	-13	14	-21
COc1ccc(NC(=S)NNC(=O)C2CC2c2ccc(C)cc2)cc1 (centres undefined)	8	-0.9	2	-1	9	2	6	-1	27	5
Cc1ccc(S(=O)(=O)N2CCCCC2)cc1NC(=O)COC(=O)Cc1cccc(C(F)(F)F)c1	-8	0.5	-3	-1	-9	3	1	-3	-4	-7
CS(=O)(=O)c1ccc2sc(NC(=O)c3cc4ccccc4o3)nc2c1	-12	-1.3	-4	-3	-11	0	-10	-6	6	-9
Cc1ccccc1C1CC(c2ccccc2)Nc2ncnn21 (centres undefined)	-2	-0.7	-5	-7	1	0	1	-1	-30	-9
CC(C)CNC(=O)c1ccc(NC(=O)c2cccs2)cc1	3	-0.3	2	-3	-9	-1	9	2	0	3
CC(C)C(CC(=O)N1CCCCC1)C1CCOC(C)(C)C1 (centres undefined)	-3	0.2	-6	-7	2	-1	-1	-7	-8	-4
NC(=O)C1CCN(C(=O)C2CCC(=O)N(CC3CCCCC3)C2)CC1 (centres undefined)	7	-0.5	-1	1	-4	1	5	-1	-8	-8
O=C(O)CCCC(=O)N1CCc2cc(S(=O)(=O)NCc3ccc(F)cc3)ccc21	5	-0.6	4	0	-2	-5	-5	-7	-29	-8
O=C(Nc1ccc(Br)cc1)C1OCCc2ccccc21 (centres undefined)	-7	-0.6	1	-2	-8	3	5	-1	24	-11
COc1cc(/C=N/Nc2nc3ccccc3s2)ccc1OC(=O)c1ccccc1F	7	-0.7	1	-4	-9	-20	2	-3	3	/
CC(=O)Nc1ccc(Nc2nc(-c3sc(C)nc3C)cs2)cc1	-1	0.3	-3	5	-4	1	-10	-2	-5	-1
O=C(OCC(=O)N(CCc1ccccc1)Cc1ccccc1)c1ccccc1NCCO	-55	2.9	5	8	8	-7	2	-1	-9	-9
COc1ccc(CCN(C)C(=O)COc2ccc(C(=O)c3ccccc3)cc2)cc1OC	-2	/	/	/	-5	-7	0	/	/	-4
COc1cccc(C(=O)COC(=O)c2n[nH]c(=O)c3ccccc23)c1	-9	-0.2	1	3	-4	9	5	-5	11	-6
CCn1cc(C(=O)Nc2cccc(C(=O)OC)c2)c(=O)c2ccc(C)nc21	-5	-1.1	/	-4	-1	0	5	-6	14	-11
COc1ccc([C@H]2C[C@H](O)C[C@@H](CCn3cc(-c4ccccc4)nn3)O2)cc1	4	0.1	/	-8	/	/	-8	-4	/	/
O=C(NC1CCCCCC1)C1CC(=O)N(c2ccc(Cl)cc2)C1 (centres undefined)	2	0.5	-8	0	-5	-2	5	-2	-1	7
O=C(NCCN1CCOCC1)c1cc(S(=O)(=O)NCCCN2CCCC2=O)ccc1Cl	7	0.2	-3	-8	2	2	-1	-4	26	-10
CCCc1cc(C(=O)Nc2sc(C)c(C)c2C(=O)OCC)no1	-3	-0.3	-6	-11	/	-11	1	4	12	-3
COc1ccc(COCC(O)CN2CCc3ccccc3C2)cc1OC (centres undefined)	-8	0.1	5	-1	-2	14	9	-6	9	2
COc1ccc(C(C(=O)NCC2CCCO2)N(Cc2ccc(F)cc2)C(=O)CNC(=O)c2ccco2)cc1OC (centres undefined)	6	-1.7	-7	-30	7	8	2	6	0	-2
CC(=O)Nc1ccc(/C(C)=N/NS(=O)(=O)c2ccccc2)cc1	-24	-0.1	-4	1	-10	3	-6	-1	-4	/
Cc1nn(-c2ccccc2)c(N)c1N=Nc1cccc(S(=O)(=O)N2CCOCC2)c1	-2	0.2	8	1	1	5	-4	2	31	47*!
CN(C(=O)CSC1=Nc2ccccc2C2=NC(c3ccccc3)C(=O)N12)C1CCCCC1 (centres undefined)	-15	-0.3	0	-15	-1	6	4	11	13	-7
Cc1ccc(/C(N)=N/OC(=O)COc2ccccc2Cl)cc1	19	-2.0	-6	-22	-5	0	-5	-6	-13	/
CN(C(=O)c1ccccc1OC1CCN(S(C)(=O)=O)CC1)C1CCOC1 (centres undefined)	11	-0.7	0	0	-2	6	5	-2	23	-17
CN1CCCN(C(=O)c2ccc(Br)s2)CC1	2	0.1	5	2	-2	1	-7	5	14	-4
Cc1onc(-c2ccccc2)c1C(=O)NC(=S)NNC(=O)c1ccncc1	-5	-1.2	3	-17	15	4	-11	-2	-1	-8
COc1ccc(C(=O)C(O)C(c2ccc(C)cc2)N2CCOCC2)cc1OC (centres undefined)	-3	-3.3	5	9	-2	0	6	-4	5	-39
O=C1CC(N2CCCc3ccccc32)C(=O)N1c1ccccc1Cl (centres undefined)	-1	0.3	3	-21	13	3	-5	-4	4	14&-3
